Screens (PubChem)
CHT allo act = allosteric activators of human choline transporter CHT; CHT-expressing cells, membrane potential dye, choline EC20; stronger effect = higher value; LV-AA mutant CHT in HEK293 cells; B-score at 10 µM; actives 0.49% (n = 310,000);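 active = initial fluorescence not abnormally high and integrated response B-score, plate-corrected, over 3 SD above library mean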
Target sequence (Q9GZV3 whole entry, looked up): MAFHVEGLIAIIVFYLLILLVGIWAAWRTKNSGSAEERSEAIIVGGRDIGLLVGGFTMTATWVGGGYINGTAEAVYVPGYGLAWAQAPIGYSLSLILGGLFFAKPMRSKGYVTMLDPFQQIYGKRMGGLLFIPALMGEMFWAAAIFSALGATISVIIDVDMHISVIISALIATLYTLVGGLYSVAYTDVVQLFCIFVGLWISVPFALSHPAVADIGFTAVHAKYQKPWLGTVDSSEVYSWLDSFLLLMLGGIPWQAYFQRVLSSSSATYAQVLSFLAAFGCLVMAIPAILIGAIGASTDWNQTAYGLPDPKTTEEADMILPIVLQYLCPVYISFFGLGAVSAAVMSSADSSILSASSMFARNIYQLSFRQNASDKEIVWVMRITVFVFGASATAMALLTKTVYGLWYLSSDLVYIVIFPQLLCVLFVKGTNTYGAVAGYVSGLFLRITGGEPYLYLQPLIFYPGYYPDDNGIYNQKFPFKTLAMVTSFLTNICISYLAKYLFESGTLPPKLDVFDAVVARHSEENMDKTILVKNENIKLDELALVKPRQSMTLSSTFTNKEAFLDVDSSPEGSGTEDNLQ
CHT inh = human CHT choline transport inhibition | CHT-expressing cells, membrane potential dye, choline response; stronger effect = lower value | B-score at 10 µM | actives 0.86% (n = 310,000) | AID 488975;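 active = B-score over 3 SD under the library average, and starting fluorescence ratio not unusually high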;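 note: choline stimulus applied at its EC90 after an EC20 pre-addition; B-score computed on integrated fluorescence ratio after choline addition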
Calls only; i = inactive.

smiles,CHT allo act,CHT inh
O=C(NNc1nc2ccccc2s1)Nc1ccccc1,i,i
O=C(NCc1nnc(SCc2ccccc2)n1-c1ccc(F)cc1)C12CC3CC(CC(C3)C1)C2,i,i
CCC(C)NC(=O)Cn1cnc2sc(C)c(S(=O)(=O)N3CCCCC3)c2c1=O (centres undefined),i,i
O=C(CCN1CCN(c2ccc(Cl)cc2)CC1)Nc1ccccc1F,i,i
CC(C)Oc1cccc(C(=O)C2CCCN(C(=O)c3cncs3)C2)c1 (centres undefined),i,i
Cn1cnnc1SCC(=O)NC1CCCC1,i,i
COc1ccc(NC(=O)Cn2nnc(-c3ccccc3NS(=O)(=O)c3ccccc3)n2)cc1,i,i
CCN(CC)S(=O)(=O)c1ccc(N2CCN(S(=O)(=O)c3ccccc3C#N)CC2)nc1,i,i
Cc1c(Cl)cccc1NC(=O)CC(Cc1ccccc1)C(=O)O (centres undefined),i,i
Cc1ccc(S(=O)(=O)N2CCN(C)CC2)cc1C(=O)NC1CCCCC1,i,i
CCOCCCn1c(=NC(=O)c2cccs2)c(C#N)cc2c(=O)n3ccccc3nc21,i,i
Cc1cc(Cn2ccnc2)c(C)c([N+](=O)[O-])c1Cn1ccnc1,i,i
Cc1ccc(-c2ccc(=O)n(CC(=O)NCc3ccc(F)cc3)n2)cc1,i,i
COC(=O)CSc1nc(NC(C)=O)nc(C)c1Br,i,i
O=[N+]([O-])c1cccnc1N1CCN(c2ccc(F)cc2)CC1,i,i
CCOC(=O)c1ccccc1NS(=O)(=O)c1cnn(CC)c1C,i,i
NS(=O)(=O)c1ccc(CNC(=S)NC2CCCC2)cc1,i,i
CCOc1cc(/C=N/NC(=O)c2cc(-c3cccnc3)nc3ccccc23)ccc1O,i,i
CCOC(=O)N1CCN(S(=O)(=O)c2ccc(NC(C)=O)cc2)CC1,i,i
CCOc1ccc(NC(=O)CN2CCN(CC(=O)Nc3ccc(OC)cc3OC)CC2)cc1,i,i
CCN(CC)Cc1c(C(=O)N/N=C/c2ccc(OCc3ccccc3C)cc2)nnn1-c1nonc1N,i,i
COc1ccc(-c2nc(CS(=O)(=O)CC(=O)NCCCN3CCOCC3)c(C)o2)cc1,i,i
CC(C)c1ccc2c(c1)C(N1CCNCC1)Cc1ccc(F)cc1S2 (centres undefined),i,i
COCC(=O)/C=C1\Sc2ccccc2N1C,i,i
COc1ccc(CCNc2nc(-c3ccc(F)cc3)c(CC(=O)O)s2)cc1OC,i,i
CCOc1ccc(CNC(=O)CCS(=O)(=O)c2ccc3c(c2)NC(=O)CO3)cc1OC,i,i
COc1cccc(C(=O)N2N=C(c3cccc(OC)c3)CC2(O)C(F)(F)F)c1 (centres undefined),i,i
COc1ccc(OCCCC(=O)N(CCC2=CCCCC2)c2c(N)n(Cc3ccccc3)c(=O)[nH]c2=O)cc1,i,i
Cc1nnc2sc(-c3ccc(NC(=O)CSc4ccc(Cl)cc4)cc3)nn12,i,i
CCOC(=O)C1=C(C)N=c2s/c(=C/c3ccc(OCC(=O)O)cc3)c(=O)n2C1c1ccc(OC)cc1OC (centres undefined),i,i
Cc1c(NS(=O)(=O)c2ccc(Br)s2)c(=O)n(-c2ccccc2)n1C,i,i
COc1ccc(NC(=O)CO/N=C2/CCCc3nonc32)c(OC)c1,i,i
O=C1CC(N2CCN(c3ccc(F)cc3)CC2)C(=O)N1c1ccc(F)cc1 (centres undefined),i,i
Cc1cccc(/C=N/N2CCN(c3ccccc3)CC2)c1,i,i
Cn1c(=O)[nH]c(=O)c2[nH]c(N(Cc3ccccc3)Cc3ccccc3)nc21,i,i
CCC(=O)Nc1ccccc1Nc1cc(C#N)c(C#N)cc1[N+](=O)[O-],i,i
O=C1c2ccccc2C(=O)c2c1ccc1c(=O)n(C3CCCCC3)[nH]c21,i,i
CCOC(=O)N1CCN(C(=O)c2ccc(NS(=O)(=O)c3ccc(F)cc3)cc2)CC1,i,i
O=C(N/N=C/c1cccs1)c1ccc2ncccc2c1,i,i
COc1ccc(OC)c(S(=O)(=O)N2CCN(c3ccc(F)cc3)CC2)c1,i,i

Not a retest: entries from further up.
smiles,CHT allo act,CHT inh
O=C1c2ccccc2C(=O)c2c1ccc1c(=O)n(C3CCCCC3)[nH]c21,i,i
CCOC(=O)N1CCN(C(=O)c2ccc(NS(=O)(=O)c3ccc(F)cc3)cc2)CC1,i,i
O=C(N/N=C/c1cccs1)c1ccc2ncccc2c1,i,i
COc1ccc(OC)c(S(=O)(=O)N2CCN(c3ccc(F)cc3)CC2)c1,i,i

Full records, quoted from the list.
COc1ccc(-c2nc(CS(=O)(=O)CC(=O)NCCCN3CCOCC3)c(C)o2)cc1 is listed as CHT allo act = i; CHT inh = i
COCC(=O)/C=C1\Sc2ccccc2N1C is listed as CHT allo act = i; CHT inh = i

Continued.
smiles,CHT allo act,CHT inh
CCCCn1c(N)c(N(CCOC)C(=O)COC(=O)Cc2cccc(OC)c2)c(=O)[nH]c1=O,i,i
CC(SCC(=O)Nc1ccc(S(=O)(=O)N2CCCCC2)cc1)C(=O)O (centres undefined),i,i
C=C(C)CSc1nc(C)c(Cc2ccccc2)c(=O)[nH]1,i,i
O=C(NC1CC1)C1=C[C@@H](c2ccc(Br)cc2)C[C@@H](OCc2ccc(CO)cc2)O1,i,i
CCOC(=O)C1CCN(C(=O)CCS(=O)(=O)Cc2ccccc2)CC1,i,i
COc1cc(NC(=O)CCCn2c(=S)[nH]c3ccccc3c2=O)cc(OC)c1OC,i,i
CCOC(=O)c1ccc2c(c1)nc(COc1ccc3ccccc3c1)n2CC,i,i
Brc1ccc(-c2ccc(/C=N/Nc3nc(N4CCOCC4)nc(N4CCOCC4)n3)o2)cc1,i,i
CCOc1ccc(-n2c(SCC(=O)Nc3cc(C)on3)nnc2-c2c[nH]c3ccccc23)cc1,i,i
C/C(=N\NC(=S)NCCc1ccccc1)c1ccc(Cl)cc1,i,i
CCc1nc2ccccc2nc1N1CCN(S(=O)(=O)c2c(C)cc(Cl)cc2C)CC1,i,i
O=C(NC1CCCCCC1)c1cc2ccccc2oc1=O,i,i
Oc1ccc2c(ccc3[nH]cnc32)c1,i,i
CCOC(=O)CC1C(=O)NCCN1c1nc2c(C)cccn2c(=O)c1/C=C1\SC(=S)N(C(C)CC)C1=O (centres undefined),i,i
CC1=NN2C(=N)/C(=C\c3cc(C)n(-c4ccc(C)cc4)c3C)C(=O)N=C2S1,i,i
CC(Oc1ccccc1)C(=O)NC1C(=O)N2C1SC(C)(C)C2C(=O)O (centres undefined),i,i
C=CCn1cccc(C(=O)Nc2ccc(OC)c(Cl)c2)c1=O,i,i
O=C(N/N=C/c1cccs1)C(=O)N1CCCC1,i,i
COCC(C)n1c(C)cc(C(=O)COC(=O)c2ccc(N3CCCC3=O)cc2)c1C (centres undefined),i,i
COC(=O)c1c(C(=O)OC)c2oc3ccccc3n2c1Cl,i,i
CCCC1=C(C(=O)OCC)C(c2cccs2)C(C#N)=C(N)O1 (centres undefined),i,i
O=C(CCc1nc(-c2ccccn2)no1)NCc1ccc2c(c1)OCO2,i,i
CSCCC(NS(=O)(=O)c1ccc(Cl)cc1)C(=O)OCC(=O)c1ccc(F)cc1 (centres undefined),i,i
COc1ccc(-c2csc(N=C(N)N)n2)cc1,i,i
COCCNS(=O)(=O)c1cc(F)ccc1OC,i,i
Cc1cccc(C2c3[nH]c4ccccc4c3CCN2C(=O)c2nn(C)c(=O)c3ccccc23)n1 (centres undefined),i,i
COC(=O)c1sccc1NC(=O)c1ccccc1,i,i
Cc1cccc(NS(=O)(=O)c2ccc3c(c2)CCN3C(=O)CCC(=O)O)c1,i,i
O=S(=O)(NCc1ccco1)c1ccccc1Br,i,i
C1COCCNCCOCCOCCOCCN1,i,i
C=CCN1C(=O)c2cccc3c(N4CCCCC4)ccc(c23)C1=O,i,i
CCSc1cc(N2CCCC2)nc(-c2ccccc2Cl)n1,i,i
CCOC(=O)c1ccc(N2C(=O)C(C)=C(C)C2=O)cc1,i,i
O=C(CCS(=O)(=O)c1ccc(Br)cc1)Nc1ccc(Cl)cc1F,i,i
NN=C(c1cccc([N+](=O)[O-])c1)c1cccc([N+](=O)[O-])c1,i,i
COc1ccc(CN2CCNC(=O)C2CC(=O)N2CCCN(C(C)=O)CC2)cc1OC (centres undefined),i,i
O=C(NC1CCCCC1)n1c(=O)oc2cc(S(=O)(=O)N3CCCCC3)ccc21,i,i
COc1ccc(S(=O)(=O)N2CCC(C(=O)NC3CCCC3)CC2)cc1OC,i,i
CN(C)CCC(=O)NCC1OCCc2ccccc21 (centres undefined),i,i
CC(C)(C)C#CC(CCc1ccccc1)OS(N)(=O)=O (centres undefined),i,i
Cc1cccn2c(=O)c3cc(C(=O)NCCCN4CCCC4=O)n(C)c3nc12,i,i
O=c1[nH]c2cc3c(cc2cc1CN(Cc1cccnc1)Cc1nnnn1Cc1ccco1)OCCO3,i,i
Cc1nc(NC(=O)CN2CCOCC2)sc1C(=O)N(C)C,i,i
N#Cc1c(SCC(=O)Nc2ccccc2)nsc1SCC(=O)Nc1ccccc1,i,i
CC1(O)CC(c2ccc(Cl)cc2)=NN1C(=O)c1ccc([N+](=O)[O-])cc1 (centres undefined),i,i
CCN(CC)S(=O)(=O)c1ccc(N2CCOCC2)c(NC(=O)c2cc([N+](=O)[O-])ccc2Cl)c1,i,i
CCOCCCNC(=O)C(NC(=O)c1cnccn1)c1ccc(C)cc1 (centres undefined),i,i
COc1ccc(C(=O)NCC(C)CN(C)C)cc1 (centres undefined),i,i
O=C(CC1OC(=O)c2ccccc21)c1ccco1 (centres undefined),i,i
CC1CCCN(C(=S)NCCc2ccccc2)C1 (centres undefined),i,i
O=C(Nc1cccc(C(=O)O)c1)/C(=C/c1ccc2c(c1)OCO2)NC(=O)c1cccc(Br)c1,i,i
c1ccc(NC2=Nc3cccc4cccc2c34)cc1,i,i
O=C(O)c1ccc(N2C(=O)CC(N3C(=O)/C(=C/c4ccc(Cl)cc4)SC3=S)C2=O)cc1 (centres undefined),i,i
COC(=O)/C=C1/S/C(=N/N=C/c2ccc(N(C)C)cc2)NC1=O,i,i
C/C(=N\NC(=O)c1ccc(N(C)C)cc1)c1cccnc1,i,i
CC(C)CCN(Cc1ccco1)S(=O)(=O)c1csc(C(N)=O)c1,i,i
CCO/N=C/c1ccc(OC)c(Oc2nc(OC)cc(OC)n2)c1,i,i
NC(=O)CC(NC(=O)Cc1ccc(Br)cc1)c1ccc(N2CCN(c3ccc(F)cc3)CC2)c([N+](=O)[O-])c1 (centres undefined),i,i
O=C(Nc1ccc(S(=O)(=O)N2CCCCC2)cc1)C1CCCN(C(=O)c2ccc(Cl)cc2)C1 (centres undefined),i,i
CCC(C(=O)c1ccccc1)N(C(=O)c1ccccc1Cl)N1C(=O)C2C3C=CC(C3)C2C1=O (centres undefined),i,i

The list continues.
smiles,CHT allo act,CHT inh
CCN(CC)c1ccc(C=Nc2ccc(C)cc2)c(O)c1,i,i
CCOC(=O)C1(Cc2ccccc2)CCN(Cc2ccc(C3CCCCO3)s2)CC1 (centres undefined),i,i
Cc1ccccc1NC(=O)c1ccc(S(=O)(=O)N2CCCC2)cc1,i,i
CC(=O)N(C)c1ccc(NC(=O)c2ccccc2C(=O)O)cc1,i,i
CC1(C)CC(NC(=O)CCc2ccccc2)CC(C)(C)N1,i,i
Cc1csc(NC(=O)CCc2ccc(S(=O)(=O)N3CCOCC3)cc2)n1,i,i
Nc1nnc2c(C(F)(F)F)nc3ccccc3n12,i,i
CCN1C(=O)N(CC)c2cccc3cccc1c23,i,i
CCNC(=O)COC(=O)/C=C/c1cccs1,i,i
COc1ccccc1OCCNC(=O)C1CCCCC1,i,i
COC(=O)c1ccc(NC(=S)Nc2cccc(C)n2)cc1,i,i
CC1=CC(C)(C)n2c(O)c(N=N)c3cc(C)cc1c32,i,i
COC(=O)c1cc(S(=O)(=O)NCc2ccc(S(N)(=O)=O)cc2)oc1C,i,i
O=C(Cc1ccccc1)Nc1scc(-c2ccccc2)c1C(=O)N1CCOCC1,i,i
CC1=C(C(=O)OC(C)C)C(c2cccs2)C(C(=O)OC(C)C)=C(C)N1,i,i
Nc1nc2nc(-c3ccc(Cl)cc3)cc(C(F)(F)F)n2n1,i,i
COc1ccc(/C=C2\CN(Cc3ccccc3)C/C(=C\c3ccc(OC)c(O)c3)C2=O)cc1O,i,i
CN(C)C1(CNC(=O)C2CCN(S(=O)(=O)c3ccccc3C(F)(F)F)CC2)CCCCC1,i,i
CC(C)OC1(c2ccccc2)OC(=O)c2ccccc21 (centres undefined),i,i
COC(=O)CCC(=O)OC1(C)C(=O)C=C2C=C(C3CC3)N(C(CO)CO)C=C2C1=O (centres undefined),i,i
CSCCC(NC(=O)COc1ccccc1)C(=O)OCc1ccc([N+](=O)[O-])cc1 (centres undefined),i,i
Cc1cccc(OCc2nnc(SCC(=O)N3c4ccccc4Sc4ccc(Cl)cc43)o2)c1,i,i
Nc1ncc2c(n1)-c1ccoc1CC2,i,i
Cc1cc(-c2nnc(CCC(=O)N(C)Cc3cccc4ccccc34)o2)no1,i,i
O=C(O)c1ccc(Cl)c(S(=O)(=O)NC(Cc2c[nH]c3ccccc23)C(=O)O)c1 (centres undefined),i,i
